KLK7 zymogen act: proKLK7 zymogen activators, primary screen, biochemical, fluorescence intensity. activation, % at 7 µM. purified proKLK7, EDANS-DABCYL substrate fluorescence; 100% is mature enzyme control, 0% vehicle. 370,000 compounds, 0.9% hits. AID 652039, 2013. Kallikrein-7 (Homo sapiens), P49862;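 active = activation above the mean of all tested compounds plus 3 SD, computed per campaign excluding outliers beyond control limits, cut at about 13% in these data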
NPR2 activator: human GC-B receptor activators, primary screen, HEK293 GC-B cells, cGMP TR-FRET, EC30 CNP. activation, % at 10 µM. 370,000 compounds, 0.11% hits. AID 1920062, 2024. 0% at EC30 CNP, 100% saturating CNP. Atrial natriuretic peptide receptor 2 (Homo sapiens), P20594;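 active = activation at 10 µM reaching about 35% in either raw or pattern-adjusted values, limit read from the data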
ASAP1 inh: inhibitors of human ASAP1 ArfGAP activity, primary screen, biochemical, fluorescence polarization; 360,000 compounds, 0.19% hits; Arf-GAP with SH3 domain, ANK repeat and PH domain-containing protein 1 (Homo sapiens), …; ASAP1-stimulated ARF1 GTP hydrolysis, GDP FP detection; inhibition, % at 16.5 µM; in the data active = inhibition above about 25%;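 note: 0% = vehicle with enzyme and substrate and 100% = no enzyme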
rCAG RNA binder: binders of r(CAG) RNA repeats, primary screen, biochemical, fluorescence | r(CAG) RNA repeat, TO-PRO-1 dye displacement fluorescence | 370,000 compounds, 1.3% hits | AID 651821, 2012 | inhibition, % at 3 µM;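 active = inhibition above the plate cutoff, the mean of all test compounds on that plate plus 3 SD, cut at about 35% in these data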;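 note: 0% = DMSO alone and 100% = 100 µM mitoxantrone as full dye displacement; higher means more dye released from RNA so lower well fluorescence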
Tn6 DDE FP: inhibitors of Tn6 peptide binding to fibrin DD(E), primary screen, biochemical, fluorescence polarization, human fibrin, Tn6 probe. Fibrinogen beta chain (Homo sapiens), P02675. Fibrin DD(E) TRITC-Tn6 fluorescence polarization displacement. inhibition, % at 8.3 µM. 370,000 compounds, 0.21% hits. AID 720509, 2013;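 active = inhibition above a per-campaign cutoff: mean of compounds within control limits plus 3 SD, cut at about 15% in these data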;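 note: 0% = median of all compound wells on the plate and 100% = blocking peptide control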
GC-A act: GC-A stimulated cGMP production enhancers – HEK293 GC-A cells, cGMP TR-FRET, EC30 ANP, primary screen; 370,000 compounds, 0.14% hits; 0% at EC30 ANP, 100% saturating ANP; AID 1671463, 2021; activation, % at 10 µM; in the data active = activation above about 40%
FXN GAA850 act: FXN promoter activators, primary screen, cell-based, luciferase luminescence, HEK293 lucGAA850; 360,000 compounds, 0.56% hits; HEK293 lucGAA850 FXN promoter luciferase reporter, 24 h; percent of 10 µM SAHA response; activation, % at 6 µM;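 active = activation above the average of all compounds screened plus 3 SD, cutoff fixed separately per campaign, cut at about 7.5% in these data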;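 note: 0% = DMSO wells and 100% = 10 µM SAHA wells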
ADAM10 inh: human ADAM10 inhibitors, primary screen, biochemical, QFRET, HTS. 370,000 compounds, 0.62% hits. recombinant ADAM10, EDANS/DABCYL FRET peptide cleavage, 3 h. Disintegrin and metalloproteinase domain-containing protein 10 (Homo sapiens), O14672. inhibition, % at 7 µM;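 active = inhibition above a per-campaign cutoff equal to the mean of compounds falling between control-based bounds plus 3 SD, cut at about 20% in these data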;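 note: 0% = DMSO wells while the 100% control is not disclosed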
Target sequence (O14672 214-748 limits assumed): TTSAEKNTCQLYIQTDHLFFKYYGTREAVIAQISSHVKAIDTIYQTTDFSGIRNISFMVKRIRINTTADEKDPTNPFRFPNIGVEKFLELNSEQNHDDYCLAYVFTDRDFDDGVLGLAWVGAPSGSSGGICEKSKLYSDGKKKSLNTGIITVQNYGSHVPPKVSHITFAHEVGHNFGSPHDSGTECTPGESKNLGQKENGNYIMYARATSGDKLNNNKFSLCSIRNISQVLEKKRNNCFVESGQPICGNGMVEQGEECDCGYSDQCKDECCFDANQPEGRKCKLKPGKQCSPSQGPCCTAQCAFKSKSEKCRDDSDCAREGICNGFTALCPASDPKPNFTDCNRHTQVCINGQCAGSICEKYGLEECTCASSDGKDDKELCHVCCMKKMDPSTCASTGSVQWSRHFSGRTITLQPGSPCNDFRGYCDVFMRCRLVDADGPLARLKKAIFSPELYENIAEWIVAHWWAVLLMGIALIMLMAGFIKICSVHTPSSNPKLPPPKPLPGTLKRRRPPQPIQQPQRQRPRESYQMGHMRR
ARFGAP1 inh: inhibitors of rat ARFGAP1 GAP activity, primary screen, biochemical, fluorescence polarization, GDP tracer; Arfgap1-stimulated ARF1 GTP hydrolysis, GDP FP detection; inhibition, % at 16.5 µM; 360,000 compounds, 0.26% hits; AID 651572, 2012;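 active = inhibition above a per-plate limit, mean inhibition of low control wells plus 3 SD, cut at about 25% in these data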;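 note: 0% = DMSO wells with enzyme and 100% = wells lacking Arfgap1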
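Material: truncated rat Arfgap1 GAP domain; Incubation: compound-enzyme preincubation 20 min, reaction 120 min, detection 60 min, 25 °C; Read-out: percent inhibition of Arfgap1-stimulated GTP hydrolysis; Technique: FP, GDP Alexa 633 tracer displaced from anti-GDP antibody, 620/688 nm; Controls: No-Arfgap1 wells (100%) versus DMSO full-reaction wells (0%); Replication: single well per compound.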
HGIII-sPLA2 inh: human group III sPLA2 inhibitors, primary screen, biochemical, QFRET, BODIPY PC-A2 liposome substrate; Group 3 secretory phospholipase A2 (Homo sapiens), Q9NZ20; QFRET BODIPY PC-A2 liposome hydrolysis, fluorescence; inhibition, % at 12.2 µM; 370,000 compounds, 0.56% hits; AID 743126, 2013;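 active = inhibition above mean plus 3 SD of compounds lying within the high and low control bounds, cut at about 19% in these data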;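 note: 0% = median of test compound wells and 100% = no enzyme DMSO wells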
Target sequence (Q9NZ20 whole entry, looked up): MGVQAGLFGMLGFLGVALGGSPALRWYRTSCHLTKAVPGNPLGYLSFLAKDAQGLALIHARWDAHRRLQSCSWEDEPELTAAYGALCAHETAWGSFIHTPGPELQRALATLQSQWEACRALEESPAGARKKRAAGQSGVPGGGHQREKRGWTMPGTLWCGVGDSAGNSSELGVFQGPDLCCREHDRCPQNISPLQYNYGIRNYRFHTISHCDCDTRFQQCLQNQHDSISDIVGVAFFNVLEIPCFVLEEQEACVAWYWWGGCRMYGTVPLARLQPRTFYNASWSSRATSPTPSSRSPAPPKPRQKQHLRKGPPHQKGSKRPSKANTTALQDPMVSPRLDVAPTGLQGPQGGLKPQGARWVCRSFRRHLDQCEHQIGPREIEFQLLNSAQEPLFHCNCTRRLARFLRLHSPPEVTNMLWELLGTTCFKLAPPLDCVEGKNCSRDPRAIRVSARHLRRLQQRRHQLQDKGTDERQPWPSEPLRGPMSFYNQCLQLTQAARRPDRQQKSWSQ
Numbers without * were called inactive; . = not tested or not shown.

smiles | KLK7 zymogen act | NPR2 activator | ASAP1 inh | rCAG RNA binder | Tn6 DDE FP | GC-A act | FXN GAA850 act | ADAM10 inh | ARFGAP1 inh | HGIII-sPLA2 inh
CC(NC(=O)C(Cc1ccccc1)NC(=O)c1ccccc1)C(=O)O (stereo not given) | -0.5 | 4 | 7 | 1 | -3 | 0 | -1.8 | -1 | 4 | 2
CCCn1c(C)cc(/C=C(\C#N)C(=O)OCC(=O)Nc2ccc(OC)c(Cl)c2)c1C | -3.7 | -2 | 18 | 9 | 5 | -4 | 1.2 | -3 | 20 | -8
Cc1cccc2c(N=O)c(O)n(CCc3ccccc3)c12 | 0.4 | -5 | -2 | 11 | -4 | 2 | 1.7 | 6 | 2 | -34
COc1ccccc1-c1nnc(SCC(=O)NC2CCCCC2)n1C | 0.8 | 4 | 2 | -2 | 2 | 4 | 1.7 | 3 | 9 | 0
CCOC(=O)c1cccnc1SCC(=O)NCc1ccccc1 | 0.8 | 6 | 12 | -3 | -4 | -3 | -1.3 | 9 | 7 | -2
O=C(NCCc1ccc(Cl)cc1)C1CCN(S(=O)(=O)c2cccc3nonc23)CC1 | 0.5 | 2 | 8 | 1 | -2 | -1 | 2.4 | 11 | 1 | -5
O=C(OCC1CCCN2CCCCC12)c1ccc2c(c1)OCO2 (stereo not given) | -0.2 | 4 | -3 | -2 | 1 | 4 | 1.9 | -3 | -6 | 4
CCN(CC)S(=O)(=O)c1cc(C(=O)Nc2cc(C)on2)c(Cl)cc1Cl | -0.3 | 1 | -1 | -6 | -4 | 2 | -0.4 | 4 | 6 | 0
CN(CC(=O)Nc1cccc(F)c1)C(=O)c1cn(-c2ccccc2)nc1-c1ccc(F)cc1 | 0.5 | -4 | 3 | 5 | 3 | -3 | 0.0 | 19 | 14 | -19
O=C1C(Sc2cccc(F)c2)=C[C@@]2(O)CC[C@@H](O)[C@]1(Sc1cccc(F)c1)[C@H]2O | 1.3 | -11 | -9 | 14 | 1 | 0 | . | -7 | 3 | 4
CC(=O)N1CCOc2ccc(S(=O)(=O)Nc3ccc(C)cn3)cc21 | 0.0 | 3 | -7 | 6 | 0 | 5 | 1.1 | -1 | -6 | 6
COc1cc(OC)c(C2SCCS2)c(OC)c1 | 0.2 | -4 | 1 | 6 | -2 | 2 | -0.2 | 3 | 0 | 4
O=C(NC(=S)NCc1ccccc1)C1CCCCC1 | -1.1 | -1 | -13 | -5 | 4 | 5 | 0.6 | 4 | 6 | 2
CCc1ccc2c(CC(=O)Nc3cccc(S(=O)(=O)N4CCOCC4)c3)coc2c1 | -0.4 | 3 | 13 | 11 | -3 | 1 | 0.3 | 12 | 10 | -22
CC1CCCN(CCCNC(=O)c2ccc(NC(=O)C3=CSCCO3)cc2)C1 (stereo not given) | 0.4 | -2 | -15 | -6 | -1 | 1 | -1.5 | 4 | 9 | 4

smiles | KLK7 zymogen act | NPR2 activator | ASAP1 inh | rCAG RNA binder | Tn6 DDE FP | GC-A act | FXN GAA850 act | ADAM10 inh | ARFGAP1 inh | HGIII-sPLA2 inh
COc1ccc([C@H]2C[C@@H](n3cc(COC(=O)c4ccccc4)nn3)[C@H](O)CN2C(=O)C2CCCCC2)cc1 | 0.3 | -6 | 3 | 7 | -5 | -6 | -1.0 | -2 | 26* | -12
COc1ccccc1CNC(=O)CCCOc1cc(=O)n(C)c2ccccc12 | -0.1 | 1 | -3 | -6 | 8 | -4 | -1.3 | -2 | -16 | -1
CCn1c(=O)cc(OCC(=O)NCCCN2CC(C)CC(C)C2)c2ccccc21 (stereo not given) | 0.0 | -6 | -1 | -1 | -4 | -2 | -0.5 | -4 | 11 | -3
O=C(Nc1ccccc1C(=O)O)c1ccc(Br)c(S(=O)(=O)NCc2ccccc2)c1 | 0.6 | 1 | -1 | 73* | 1 | 1 | -0.9 | 2 | -11 | -38
COc1ccc(C(=O)O/N=C(/c2ccccc2)c2ccncc2)cc1OC | -0.1 | 3 | 4 | -8 | -5 | 6 | -1.5 | -1 | -3 | -1
COc1ccc(NC(=O)c2c(Cl)cnn2C)c(C)c1 | -0.1 | 3 | 14 | -3 | -4 | 3 | -0.7 | -4 | -3 | 2
CCCc1cc(N2CCCC2)n2nc(C)c(-c3ccccc3)c2n1 | 0.2 | -4 | -1 | 1 | -5 | -5 | 1.5 | -25 | 3 | 3
CC1CCC2(CC1)NC(=O)N(CC(=O)Nc1ccccc1-c1ccccc1)C2=O (stereo not given) | -0.1 | 5 | 2 | -2 | 0 | -2 | 0.7 | -15 | 5 | -1
O=C(NN1CCOCC1)c1ccc(S(=O)(=O)N2CCCCC2)cc1 | 0.1 | -6 | 2 | -2 | -6 | -1 | 0.5 | 2 | 0 | 1
Nc1ccn(C(C=O)CC(C=O)CO)c(=O)n1 (stereo not given) | 0.4 | 3 | 11 | 0 | -1 | 2 | . | -7 | -1 | 7
COc1ccccc1N(C)S(=O)(=O)c1ccc(C(=O)Nc2cccc(Br)c2)cc1 | -1.3 | 5 | -2 | 10 | -14 | -3 | -2.0 | 12 | 2 | -14
Cc1cccc(NS(=O)(=O)c2cccc(C(=O)N3CC(C)OC(C)C3)c2)c1 (stereo not given) | -0.2 | 0 | 10 | -1 | 5 | 0 | -0.3 | 3 | -18 | 3
COc1ccc(-n2c(Cc3cccn3C)nnc2SCC(=O)Nc2ccc3c(c2)OCO3)cc1 | 0.3 | 1 | -2 | 6 | 1 | -4 | -2.2 | 2 | -6 | -35
COc1ccc2[nH]c3c(c2c1)CCN[C@]31C(=O)Nc2ccccc21 | 0.1 | 6 | . | 3 | 3 | 1 | . | -4 | . | 6
CC1CCCCN1C(=O)COC(=O)c1cc(-c2cccs2)nn1-c1ccccc1 (stereo not given) | 0.2 | -5 | 7 | -1 | 10 | -5 | 1.6 | 3 | 7 | -6

One compound at a time, as listed above. Order of screens: KLK7 zymogen act	NPR2 activator	ASAP1 inh	rCAG RNA binder	Tn6 DDE FP	GC-A act	FXN GAA850 act	ADAM10 inh	ARFGAP1 inh	HGIII-sPLA2 inh
COc1ccc(NC(=O)c2c(Cl)cnn2C)c(C)c1 reads -0.1	3	14	-3	-4	3	-0.7	-4	-3	2
COc1ccc(C(=O)O/N=C(/c2ccccc2)c2ccncc2)cc1OC reads -0.1	3	4	-8	-5	6	-1.5	-1	-3	-1

(listing goes on)
smiles | KLK7 zymogen act | NPR2 activator | ASAP1 inh | rCAG RNA binder | Tn6 DDE FP | GC-A act | FXN GAA850 act | ADAM10 inh | ARFGAP1 inh | HGIII-sPLA2 inh
O=C(CSc1nnc(NCc2ccccc2)s1)NC1CCS(=O)(=O)C1 (stereo not given) | 0.2 | -1 | -15 | 4 | -2 | 1 | 1.4 | -3 | 4 | 6
CC1C/C(=N/NC(=O)c2cccc(F)c2)c2ccc(O)cc2C1 (stereo not given) | 0.0 | -4 | 7 | 2 | -8 | 4 | 2.6 | -2 | -4 | -2
CN(C)c1ccc(C2C3=C(CCCC3=O)OC3=C2C(=O)CCC3)cc1 | -0.3 | 0 | -6 | 5 | 6 | 3 | 0.9 | -7 | 5 | 4
COc1ccc(-c2nnn(CC(=O)N(CC(=O)NC3CCCC3)Cc3ccco3)n2)cc1OC | -0.5 | -2 | 3 | 0 | -4 | 1 | 0.7 | 3 | 12 | 6
Cc1cc(C)c(NS(=O)(=O)c2ccc3c(c2)n(C)c(=O)n3C)c(C)c1 | 0.6 | 4 | -1 | -4 | -3 | -2 | -0.9 | 0 | 6 | 1
CCOc1ccc(NC(=O)COc2ccc(C(=O)NC3CCCc4ccccc43)cc2OC)cc1 (stereo not given) | 0.5 | 1 | 11 | 0 | 1 | 1 | 2.3 | -15 | 8 | 6
O=C(c1ccc(F)cc1)N1CCC(C(=O)N2CCN(S(=O)(=O)c3cccc(F)c3)CC2)CC1 | 0.7 | 0 | 8 | -3 | -7 | 1 | 0.0 | -7 | 3 | -1
CCOC(=O)C1(Cc2cccc(Cl)c2)CCCN(C(=O)c2occc2C)C1 (stereo not given) | 0.4 | -3 | -5 | -7 | -5 | -5 | 1.2 | -4 | 4 | -4
Cc1ccc(S(=O)(=O)N2CCOCC2)cc1C(=O)OCC(=O)NCc1ccccc1 | 0.3 | 0 | 0 | -3 | 6 | 2 | 2.3 | -5 | 0 | 5
Cc1ccccc1Nc1nc(N)nc(CSc2nnc3sc4ccccc4n23)n1 | -0.1 | -7 | 1 | 4 | 1 | -1 | 2.4 | 0 | 3 | -5
O=C(Nc1cccc(-c2nc3ncccc3o2)c1)c1ccc2c(c1)OCO2 | 0.3 | -6 | 15 | 4 | 8 | 1 | -1.0 | -10 | 4 | 2
O=C(O)/C=C/c1cccnc1 | -0.6 | -2 | -5 | -1 | 2 | 2 | 2.9 | 4 | 5 | 16
CCCCn1c(N)c(N(CC(C)C)C(=O)c2cccc(S(=O)(=O)N(CC)c3ccccc3)c2)c(=O)[nH]c1=O | -0.6 | -1 | -9 | 7 | 4 | 1 | 0.8 | -7 | -13 | -1
O=C(O)C1CCCN1C(=O)C12CC3CC(CC(C3)C1)C2 (stereo not given) | -0.5 | 1 | 15 | 0 | 2 | -3 | 0.2 | 2 | -5 | 0
C=Cc1ccc(CC2(C)C(=O)Nc3ccc(-c4cccnc4)cc32)cc1 (stereo not given) | 0.3 | -17 | 2 | 1 | -4 | -17 | -4.6 | 6 | -7 | 0

smiles | KLK7 zymogen act | NPR2 activator | ASAP1 inh | rCAG RNA binder | Tn6 DDE FP | GC-A act | FXN GAA850 act | ADAM10 inh | ARFGAP1 inh | HGIII-sPLA2 inh
O=C(Nc1ccccc1)C1CCCCC1 | -0.4 | -4 | 2 | 4 | 3 | 4 | -0.4 | -11 | 2 | 11
CCCCCC(=O)N1CCN(c2ccc(C(C)=O)cc2F)CC1 | 0.6 | -8 | 7 | -1 | 1 | 0 | 0.7 | 0 | 1 | -4
CCOP(=O)(OCC)C(NC(=O)c1cccs1)C(F)(F)F (stereo not given) | 167* | 4 | 8 | -3 | -12 | -1 | 2.2 | -195 | 6 | 3
CCC(C(=O)NCCc1c[nH]c2cc(OC)ccc12)c1ccccc1 (stereo not given) | -0.3 | -11 | -1 | -4 | 2 | -3 | -1.0 | -3 | 5 | -26
Cc1ccc(S(=O)(=O)N2CCSC2C(=O)O)cc1 (stereo not given) | -0.4 | 2 | -5 | -3 | -6 | -1 | 0.3 | -3 | -1 | 5
COc1cc(C(C)=O)ccc1OC(=O)c1cc2cccc(OC)c2oc1=O | 2.6 | -16 | 12 | -3 | 9 | 1 | 0.8 | 2 | 16 | 5

Screens deposited in PubChem BioAssay by several laboratories.
